High-throughput results: PubChem BioAssay, several laboratories
MEKK3 PB1 HTS – MEKK3-MEK5 PB1 interaction, increase or decrease. bead-based flow cytometry, Alexa488-MEK5 binding to MEKK3; actives lie on both sides; 0 = blocked by unlabeled MEK5, 100 = vehicle. binding response (% of control), % at 10 µM. actives 1.4% (n = 290,000);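 active = binding response more than 3 SD above or below the average of its plate-row segment, actives on both sides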;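 also: Alexa488 bead fluorescence after subtracting the streptavidin-only scavenger bead signal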
Target sequence (Q99759 whole entry, looked up): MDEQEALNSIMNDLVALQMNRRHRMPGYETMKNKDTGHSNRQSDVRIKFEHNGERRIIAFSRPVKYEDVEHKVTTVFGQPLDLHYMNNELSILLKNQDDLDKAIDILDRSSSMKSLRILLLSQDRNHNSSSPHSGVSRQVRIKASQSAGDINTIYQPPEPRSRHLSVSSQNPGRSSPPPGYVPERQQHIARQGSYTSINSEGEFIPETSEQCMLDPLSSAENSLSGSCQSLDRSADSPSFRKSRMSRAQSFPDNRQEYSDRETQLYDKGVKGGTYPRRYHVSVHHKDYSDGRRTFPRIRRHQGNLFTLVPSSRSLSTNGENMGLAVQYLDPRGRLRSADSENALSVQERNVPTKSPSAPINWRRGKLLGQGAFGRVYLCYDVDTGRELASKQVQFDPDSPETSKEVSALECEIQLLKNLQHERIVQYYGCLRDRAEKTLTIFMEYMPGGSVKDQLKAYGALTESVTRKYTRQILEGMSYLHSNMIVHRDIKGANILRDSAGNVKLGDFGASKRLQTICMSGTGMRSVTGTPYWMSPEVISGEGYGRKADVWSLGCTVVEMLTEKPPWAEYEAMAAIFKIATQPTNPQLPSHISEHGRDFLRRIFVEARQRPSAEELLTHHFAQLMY
IDE act – IDE (human) activation, cell-based; P14735; HEK cells, FAbeta-B cleavage, fluorescence polarization; 0% vehicle, 100% cell-free pure enzyme wells; activation, % at 5.96 µM; actives 0.073% (n = 340,000);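 active = activation above the mean of all tested compounds plus 3 SD, set per screening campaign, cut at about 17% in these data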
IDE cell inh – cellular human IDE inhibition; P14735; HEK cells, FAbetaB cleavage, fluorescence polarization; inhibition, % at 5.59 µM; actives 0.41% (n = 320,000); AID 434962;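 active = percent inhibition above the average of all tested compounds plus 3 SD, set per screening campaign, cut at about 16% in these data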;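 also: IDE supplied by intact live HEK cells; FP after avidin binding of uncleaved biotin substrate so inhibition keeps polarization high; 0% = DMSO wells and 100% = 60 µM reference IDE inhibitor Ii1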
UBC9 SUMO inh – SUMOylation inhibition. P63279. HTRF SUMOylation assay, SAE1/SAE2 + UBC9, in vitro. inhibition, % at 35 µM. actives 0.36% (n = 290,000); in the data active = inhibition above about 50%, passing the limit was not always enough; also: strong numbers were not always called active
Target sequence (P63279 whole entry, looked up): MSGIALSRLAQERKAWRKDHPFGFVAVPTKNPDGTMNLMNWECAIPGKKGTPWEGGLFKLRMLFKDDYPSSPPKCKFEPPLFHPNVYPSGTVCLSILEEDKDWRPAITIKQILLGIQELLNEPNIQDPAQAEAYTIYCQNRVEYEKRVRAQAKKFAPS
pCIP destab – lowers stability of the mouse p/CIP coactivator protein. F442A p/CIP-EGFP cells, EGFP fluorescence, 16 h. Q05BA5. AID 1984. decrease of EGFP signal, % at 10 µM. actives 0.01% (n = 290,000);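 active = EGFP signal decrease of at least 30% at 10 µM or well 3 SD below plate mean, unless failing retest; inactive = the rest, including hits failing retest or dose response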; also: some compounds called inactive have numbers as strong as hits; many of its hits are not listed in these tables
NALP1 inh – NALP1 inhibition | S. cerevisiae NALP1/ASC/caspase-1 growth, X-gal OD620, 72 h | inhibition, % at 10 µM | actives 0.61% (n = 280,000) | AID 2071; in the data active = inhibition mostly above about 24%, no sharp cut-off; inactive = mostly below about 32%; also: some compounds called inactive have numbers as strong as hits
MEKK2 mut-MEK5 – signal of MEK5 binding to mutant human MEKK2 PB1 domain | bead flow cytometry, Alexa488-MEK5 binding to MEKK2 mutant | percent response, % at 10 µM | actives 0.35% (n = 290,000) | AID 1530; in the data active = percent response above about 24%, passing the limit was not always enough; also: inactives centre near 1; some results filed as inactive read as strong as hits; reference of the scale not given here
MEKK2wt PB1 HTS – raises or lowers MEK5 binding to wildtype human MEKK2 PB1 domain | binding response (% of control), % at 10 µM | actives 1.1% (n = 290,000) | Q9Y2U5 | bead flow cytometry, Alexa488-MEK5 binding to MEKK2 WT; actives lie on both sides; in the data active = binding response below about 67% or above about 130%
M18AAP inhibitor – PfM18AAP enzyme inhibition; AID 1822; actives 1.2% (n = 290,000); recombinant PfM18AAP, H-Glu-NHMec fluorogenic cleavage; inhibition, % at 7.35 µM;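 active = inhibition above the campaign mean inhibition over all tested compounds plus 3 SD, cut at about 28% in these data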;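 also: 0% = plate median of test compound wells and 100% = 2 mM ZnCl2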
Starred values were filed as active, the others as inactive; · = not tested or not shown. An excerpt; count on the stated rates, not on these rows.

SMILES	MEKK3 PB1 HTS	IDE act	IDE cell inh	UBC9 SUMO inh	pCIP destab	NALP1 inh	MEKK2 mut-MEK5	MEKK2wt PB1 HTS	M18AAP inhibitor
O=C(Nc1ncc(Cc2cccc(Cl)c2)s1)C1=NCCN1	101	2	1	-80	5	15	3	103	13
C=CCOC(=O)C1=C(C)NC(SCC)=C(C#N)C1c1ccc(Cl)cc1 (stereo not given)	106	-1	2	-39	0	9	2	102	-9
O=c1c2ccccc2n2c(-c3ccc(C(F)(F)F)cc3)nnc2n1Cc1ccccc1	101	-1	6	-12	4	13	0	98	4
COc1cccc(-c2ccc(-c3noc(-c4ccccc4F)n3)c(OC)n2)c1	100	4	4	6	0	10	-3	98	-5
c1ccc(CSc2ncccn2)cc1	91	1	-1	8	-4	·	-3	92	20
CCOc1ccc(CN2CCN(S(=O)(=O)c3ccc(NC(C)=O)cc3)CC2)cc1OC	81	2	-1	6	-18	2	-6	88	2
CCOC(=O)C1(CCc2ccccc2)CCN(C(=O)c2cccc(C)n2)CC1	106	0	1	-7	6	5	10	105	-6
CC1CCN(S(=O)(=O)c2ccc(Oc3ccc([N+](=O)[O-])cc3)cc2)CC1	·	7	0	-2	-11	-1	·	·	-2
C=C(C)CN(CC)C(=O)CC1C(=O)NCCN1Cc1c(F)cccc1Cl (stereo not given)	101	0	0	-7	-8	6	-8	96	-3
CC1=C(C(=O)OCC(C)C)[C@]23C(=O)c4ccccc4[C@@]2(O1)OC(N)=C3C#N	108	3	-1	-9	2	0	0	101	2
CCN(CC)C(=O)N1CCN(C(=O)N(CC)CC)CC1	100	2	-7	-2	3	-11	-8	89	-8
O=C(N/N=C/c1cccnc1)c1ccc([N+](=O)[O-])cc1	99	1	-3	13	0	1	3	104	-1
Cc1ccc(C(=O)COC(=O)CNC(=O)c2cccs2)cc1	110	6	6	10	2	25	10	124	-4
Cc1ccc2c(c1)c1c(n2CC(O)Cn2c(C)nc3ccccc32)C(=O)CCC1 (stereo not given)	102	5	-2	10	4	32	8	102	1
CCOc1ccc(S(=O)(=O)N2CCN(c3ccccn3)CC2)cc1	106	-4	3	5	3	-12	8	113	-5
O=C(COc1ccc(F)cc1Br)N1CCc2ccccc21	106	1	-4	-7	2	3	2	105	-1
Cc1nc(NC(=O)c2cc3c(C)nn(-c4ccccc4)c3s2)sc1C(=O)Nc1ccccc1	·	5	-4	5	-13	24	·	·	2
CCc1ccc(NC(=O)CSc2nnc(-c3cnccn3)n2Cc2ccco2)cc1	103	-3	6	2	-5	6	1	98	-14
CN(C)CCCNC(=O)CCc1nc2ccccc2c(=O)[nH]1	101	4	-1	-15	-11	13	5	103	-3
COc1ccc(S(=O)(=O)c2nnn(-c3cccc(Cl)c3)c2N)cc1	102	4	0	-2	3	9	-3	98	5
CCOC(=O)Cc1csc(NC(=O)CSc2nccn2C)n1	99	7	-1	9	-2	11	0	100	-14
O=C(NCc1ccco1)c1ccccc1	96	2	4	0	-2	4	-2	96	-6
O=C(O)C1C2C=CC(C3CC23)C1C(=O)O (stereo not given)	89	-4	-3	5	0	-10	-4	88	6
O=C(NCCc1ccccc1C(F)(F)F)C1CCC(=O)N(CCCN2CCCC2=O)C1 (stereo not given)	105	0	4	10	4	-7	9	114	0
COCCNC(=O)c1onc(CSc2ccc(F)c(F)c2)c1C(=O)NCCOC	110	-3	-1	·	·	·	6	112	·
(continued)
SMILES	MEKK3 PB1 HTS	IDE act	IDE cell inh	UBC9 SUMO inh	pCIP destab	NALP1 inh	MEKK2 mut-MEK5	MEKK2wt PB1 HTS	M18AAP inhibitor
Cc1nn(Cc2ccccc2Cl)c(C)c1NC(=O)NC12CC3CC(CC(C3)C1)C2	104	3	6	11	9	-1	3	104	0
COc1ccc(C(=O)N/N=C/c2ccc(OC(=O)c3cccc4ccccc34)c([N+](=O)[O-])c2)cc1	88	2	4	11	-3	18	1	94	-5
C/C(=N\S(=O)(=O)c1ccc(C)cc1)N(C)C	97	10	3	10	-7	6	-2	100	2
Cc1nc2nc(-c3cccs3)cn2nc1C	·	1	0	20	-9	-4	·	·	-8
COc1ccc(C(=O)CCC(=O)Nc2cccc(Cl)c2)cc1	99	9	5	12	-10	2	-2	95	-7
COc1ccccc1C(=O)Nc1ccc(C(=O)N2CCCCC2)cc1	101	4	0	-4	-1	23	3	106	9
Cc1nc(C)c(C(=O)Nc2ncc([N+](=O)[O-])s2)o1	98	3	1	15	7	4	-2	96	19
CCOC(=O)C1C(=O)NC(N2CCN(Cc3ccccc3)CC2)=NC1c1ccccc1 (stereo not given)	84	3	6	11	-10	3	-5	94	1
O=C(CCCOc1ccccc1)Nc1nncs1	100	4	2	1	22	18	-1	102	-4
CN1CCN(CCC(=O)N/N=C/c2cc([N+](=O)[O-])ccc2O)CC1	97	5	-2	1	5	-10	-1	97	3
C=CCN(C(=O)c1csnn1)C(C(=O)NCc1ccccc1)c1c(F)cccc1Cl (stereo not given)	103	2	-2	-13	-10	13	0	103	2
Cc1ccc(CNC(=O)COc2cc(O)c3c(c2)OC(C)(C)CC3=O)cc1	94	2	1	11	-7	21	-4	92	6
COC(=O)c1sc(NC(=O)c2cccc([N+](=O)[O-])c2)c(C(N)=O)c1C	97	-3	7	-8	3	9	-2	99	7
Cc1ccccc1NC(=O)c1cc(S(=O)(=O)c2ccccc2)ccc1Cl	103	-4	3	3	-18	13	8	104	-2
CCN(CC)S(=O)(=O)c1ccc(/C=C/C(=O)OCC(=O)NCc2ccc3c(c2)OCO3)cc1	98	2	0	8	-7	-1	-3	99	5
COc1ccc(OCC(=O)N/N=C(\C)CC(=O)Nc2cccc([N+](=O)[O-])c2)cc1	98	7	2	5	-2	-5	-13	89	5
COc1ccc(-c2nnc(SCC3CCCO3)n2C)cc1 (stereo not given)	99	4	-2	10	-8	13	-5	96	-13
Cc1ccc(-c2cc(C(=O)NCCCn3ccnc3)no2)cc1	93	4	-2	21	-14	0	-8	92	6
C/C(=N\N1C(=O)c2ccccc2NC1c1ccccc1)c1ccccc1O (stereo not given)	105	4	-2	7	-5	3	-4	94	2
Cc1ccc(C(C)(C)C)c(OCCCCN2CCCC2)c1	98	-1	-7	4	-12	-5	-2	104	-7
O=C1CN(C(=O)COc2ccccc2)c2ccccc2N1	99	-2	0	19	9	11	3	105	-2
CN(C)c1ccc(/C=N/n2ncc3ccccc32)cc1	107	3	3	-6	-7	·	7	104	-1
CCOC(=O)c1[nH]c2ccccc2c1NC(=O)CC	·	3	6	13	-4	4	·	·	-12
CCc1nnc(NC(=O)c2cc(OC)c(OC)cc2[N+](=O)[O-])s1	101	0	7	12	1	17	1	98	-2
O=C(NC1CCCc2ccccc21)c1ccc(CNc2c(N3CCOCC3)c(=O)c2=O)cc1 (stereo not given)	107	-7	3	11	7	-4	7	107	-5
The list continues.
SMILES	MEKK3 PB1 HTS	IDE act	IDE cell inh	UBC9 SUMO inh	pCIP destab	NALP1 inh	MEKK2 mut-MEK5	MEKK2wt PB1 HTS	M18AAP inhibitor
N#CC(CC(=O)c1ccc(F)cc1)c1ccc2c(c1)OCO2 (stereo not given)	106	4	0	15	-3	14	7	103	-13
CCc1ccc(-c2cc3c(=O)n(CC(=O)NCCCN4CCN(Cc5ccccc5)CC4)nc(C)n3n2)cc1	109	3	-6	16	-11	-2	14	141*	0
c1cc(-c2cn(C[C@H]3CC[C@@H]([C@@H]4CC[C@H](Cn5cc(-c6ccsc6)nn5)O4)O3)nn2)cs1	104	2	-1	4	-2	9	8	108	-4
CCOP(=O)(OCC)C(NC(=O)Nc1ccc(Cl)c(Cl)c1)C(N)=O (stereo not given)	122	3	0	13	-4	22	-1	103	-4
COC(=O)CCCC1=CC2=CC(=O)C(C)(OC(=O)c3cccs3)C(=O)C2=CN1CCN1CCOCC1 (stereo not given)	96	4	-4	9	-7	·	5	96	·
O=C(NC1CCSc2ccccc21)c1ccccc1F (stereo not given)	97	1	-1	-1	-3	30	0	100	-1
O=C(c1cc(-c2ccc(O)cc2)on1)N1CCCC1	101	1	-3	27	-3	12	2	98	-7
Nc1nc(C2C(=O)CCCC2=O)cs1	99	1	-3	7	8	-3	5	104	15
CCN(CC)S(=O)(=O)c1ccc(NC2=NS(=O)(=O)c3ccccc32)cc1	96	0	0	20	0	-7	-4	95	4
NC(=O)c1ccc(NC(=O)CN2C(=O)NC(c3ccccc3)(c3ccccc3)C2=O)cc1	102	5	7	-9	-19	22	-1	98	-2
CCOC(=O)C1CCN(C(=O)c2[nH]c3ccc(OC)cc3c2C)CC1	103	1	-2	9	-5	8	4	106	-6
Cc1nn(CC#N)c(=O)n1N(C)c1ncc(C(F)(F)F)cc1Cl	100	-1	4	-18	8	-17	-5	101	-4
Clc1ccccc1-c1nnc(-c2cccs2)o1	94	-1	-1	9	-14	7	-12	80	2
Cc1c(C)n(CC(O)CN2C(=O)c3ccccc3S2(=O)=O)c2ccccc12 (stereo not given)	96	4	-2	-8	-1	-5	0	97	-1
NC(=O)C1CCCc2c1n(Cc1ccccc1)c1ccccc21 (stereo not given)	96	1	·	-3	1	10	-1	101	5
CCOC(=O)c1c(C)nc2c3ccccc3ccn12	100	-2	12	14	-2	4	1	100	4
CCOC(=O)C1C(c2ccc(O)c(O)c2)NC(=S)NC1(O)C(F)(F)F (stereo not given)	102	-1	8	5	2	5	-1	104	65*
Cc1cc(C(=O)COc2cccc(-n3cnnn3)c2)c(C)n1-c1ccccc1	100	4	4	3	-14	-3	1	96	4
Cc1ccc(CSCCC(=O)NCCC2=CCCCC2)cc1	130*	6	2	-4	-14	38	1	114	7
CC1CN(C(=S)Nc2cccc([N+](=O)[O-])c2)CC(C)O1 (stereo not given)	101	5	·	10	-15	3	1	102	7
CCc1ccccc1N(C(=O)CNC(=O)c1ccco1)C(C(=O)NC1CCCC1)c1cccnc1 (stereo not given)	96	-2	3	-1	-12	-10	-1	91	5
NCCCC[C@H]1CNC(=S)N1CCc1cc(C(F)(F)F)cc(C(F)(F)F)c1	102	6	1	-27	-13	8	6	112	2
O=C(NC1CCS(=O)(=O)C1)/C(=C/c1ccco1)NC(=O)c1ccccc1 (stereo not given)	97	6	3	3	6	4	-4	96	3
Cc1ccccc1S(=O)(=O)c1c(C)cc(C)n(C)c1=O	93	-1	0	17	-6	-4	-3	89	0
Cc1ccc(Oc2cc(NC(=O)CCCn3nc([N+](=O)[O-])c(Cl)c3C)cc([N+](=O)[O-])c2)cc1	94	6	-5	-9	-4	24	-1	108	1
CC(=O)c1c(C)[nH]c(C(=O)CSc2nnc(-c3ccccc3)o2)c1C	93	0	7	-23	-13	-5	-3	97	5
Cc1c(-c2nnnn2-c2ccc(F)cc2)cnc2cc3c(cc12)OCO3	95	1	3	-8	-10	18	-1	103	3
CCCN1CCN(C(=O)Cn2cnc3ccc(S(=O)(=O)N4CCC(C)CC4)cc3c2=O)CC1	100	·	2	-2	-2	-16	-2	96	-14

Ordered by the number under MEKK2wt PB1 HTS (smallest number first): some entries from above
Compound | MEKK3 PB1 HTS | IDE act | IDE cell inh | UBC9 SUMO inh | pCIP destab | NALP1 inh | MEKK2 mut-MEK5 | MEKK2wt PB1 HTS | M18AAP inhibitor
O=C(NC1CCS(=O)(=O)C1)/C(=C/c1ccco1)NC(=O)c1ccccc1 (stereo not given) | 97 | 6 | 3 | 3 | 6 | 4 | -4 | 96 | 3
Cc1c(-c2nnnn2-c2ccc(F)cc2)cnc2cc3c(cc12)OCO3 | 95 | 1 | 3 | -8 | -10 | 18 | -1 | 103 | 3
NCCCC[C@H]1CNC(=S)N1CCc1cc(C(F)(F)F)cc(C(F)(F)F)c1 | 102 | 6 | 1 | -27 | -13 | 8 | 6 | 112 | 2
